# Compound activity (PubChem BioAssay)
# ABCB1 block: ABCB1 efflux pump inhibitors, primary screen, cell-based, multiplex, flow cytometry, ABCG2 counter-screen | ATP-dependent translocase ABCB1 (Homo sapiens), P08183 | CCRF-Adr cells, JC-1 efflux | inhibition, % at 6.6 µM | hit rate 0.067% among 190,000; in the data active = inhibition above about 40%;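 note: 0% = vehicle and 100% = reference inhibitor; higher value means more JC-1 retained so stronger ABCB1 efflux block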
# RGS4-Gao reg: modulators of RGS4 binding to Galphao, primary screen, biochemical, multiplexed bead flow cytometry; AID 1415, 2008; binding response (% of control), % at 10 µM; actives lie on both sides; hit rate 0.33% among 220,000; in the data active = binding response below about 49% or above about 150%; inactive = in between;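 note: fluorescent Galphao activated with aluminum fluoride binding bead-coupled RGS4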
# RGS8-Gao reg: RGS8-Galphao binding modulators, primary screen, biochemical, multiplexed bead flow cytometry; Guanine nucleotide-binding protein G(o) subunit alpha (Homo sapiens), P09471; actives lie on both sides; response (percent of control binding), % at 10 µM; hit rate 0.34% among 220,000; AID 1423, 2008; in the data active = response below about 60% or above about 140%; inactive = in between;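 note: Galphao activated as the GDP aluminium fluoride complex binding bead-coupled RGS8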
# Bim-Mcl-1: inhibitors of Bim peptide binding to Mcl-1, primary screen, biochemical, bead-based flow cytometry, multiplex. Induced myeloid leukemia cell differentiation protein Mcl-1 (Homo sapiens), Q07820. Bim peptide-Mcl-1 binding. inhibition, % at 10 µM. hit rate 0.1% among 190,000; in the data active = inhibition above about 40%;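 note: 0% = no compound tracer wells and 100% = peptide blocker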
# Target sequence (Q07820 whole entry, looked up): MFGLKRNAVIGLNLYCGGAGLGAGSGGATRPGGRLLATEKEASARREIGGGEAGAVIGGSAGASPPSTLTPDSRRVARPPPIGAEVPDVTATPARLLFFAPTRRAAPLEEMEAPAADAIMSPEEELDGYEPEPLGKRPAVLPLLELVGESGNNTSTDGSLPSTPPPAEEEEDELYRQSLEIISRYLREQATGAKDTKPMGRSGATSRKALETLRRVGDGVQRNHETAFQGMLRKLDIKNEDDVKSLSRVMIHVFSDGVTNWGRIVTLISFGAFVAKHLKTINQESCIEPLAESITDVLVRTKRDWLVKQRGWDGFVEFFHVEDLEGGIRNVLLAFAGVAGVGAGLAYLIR
# Avidin fluor: green autofluorescence of compounds with avidin beads – biophysical, 488/530 nm, flow cytometry, artefact control, profiling panel; AID 1775, 2009; hit rate 0.38% among 220,000; fluorescence (KMESF) at 10 µM; compound fluorescence 488/530 nm; hits give high values; in the data active = fluorescence above about 47; note: inactives centre near 10
# ABCG2 block: ABCG2 efflux pump inhibitors, primary screen, multiplex with ABCB1, IgMXP3 cells, flow cytometry; JC-1 efflux; inhibition, % at 6.6 µM; hit rate 0.1% among 190,000;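 active = inhibition above 80%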;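 note: 0% = DMSO and 100% = nicardipine control wells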
# Target sequence (Q9UNQ0 whole entry, looked up): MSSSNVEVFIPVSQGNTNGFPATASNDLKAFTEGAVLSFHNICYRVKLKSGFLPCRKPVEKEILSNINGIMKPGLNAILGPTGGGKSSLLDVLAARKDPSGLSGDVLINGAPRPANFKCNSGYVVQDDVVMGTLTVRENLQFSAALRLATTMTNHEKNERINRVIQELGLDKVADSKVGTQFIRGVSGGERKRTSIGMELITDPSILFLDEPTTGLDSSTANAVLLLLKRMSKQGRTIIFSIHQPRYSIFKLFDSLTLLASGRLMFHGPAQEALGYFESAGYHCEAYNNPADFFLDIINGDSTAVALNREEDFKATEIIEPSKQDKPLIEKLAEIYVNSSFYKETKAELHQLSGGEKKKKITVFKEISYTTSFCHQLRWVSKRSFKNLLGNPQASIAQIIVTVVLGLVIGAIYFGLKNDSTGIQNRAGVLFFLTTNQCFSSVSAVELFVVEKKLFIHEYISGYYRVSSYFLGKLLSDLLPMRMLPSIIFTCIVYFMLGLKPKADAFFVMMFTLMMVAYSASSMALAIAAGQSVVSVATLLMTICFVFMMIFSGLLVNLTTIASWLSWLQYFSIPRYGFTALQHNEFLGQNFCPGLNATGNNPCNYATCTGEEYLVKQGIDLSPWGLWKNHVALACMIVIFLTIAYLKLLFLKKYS
#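 Test system: IgMXP3 (ABCG2) plus far-red-tagged CCRF-Adr (ABCB1) cells. Reagent: JC-1 dye as substrate. Timing: 10 min exposure at 25 °C with rotation, no wash. Measured by: flow cytometric JC-1 green MFI at 530 nm. Read-out: percent efflux inhibition, scaled nicardipine 100% to DMSO 0%. Control set: nicardipine and DMSO wells.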
# GSH fluor: compound fluorescence on glutathione beads, profiling panel, artefact control, biophysical, 488/530 nm, flow cytometry; GSH beads flow cytometry, compound fluorescence 488/530 nm; hits give high values; fluorescence (KMESF) at 10 µM; hit rate 0.25% among 190,000; in the data active = fluorescence above about 89;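 note: glutathione beads carrying GST-tagged Bcl family fusion proteins plus one bare bead set; values are compound well signal with DMSO vehicle wells as background; inactives centre near 16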
# RGS7-Gao reg: RGS7-Galphao binding modulators, primary screen, biochemical, multiplexed bead flow cytometry; binding response (% of control), % at 10 µM; hit rate 0.35% among 220,000; actives lie on both sides; in the data active = binding response below about 49% or above about 150%; inconclusive = no clear call, values can overlap the other calls; inactive = in between;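 note: fluorescent Galphao held in activated GDP-AlF4 state binding bead-coupled RGS7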
# Mcl1 Bid PPI: Mcl-1/Bid binding inhibitors, primary screen, biochemical, TR-FRET, 1536-well; Induced myeloid leukemia cell differentiation protein Mcl-1 (Homo sapiens), Q07820; TR-FRET Mcl-1/Bid-Dy647 peptide binding; inhibition, % at 21.7 µM; hit rate 0.97% among 220,000; AID 1021, 2008;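 active = compounds that cut the binding signal by more than half at the single screening dose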;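 note: His-tagged Mcl-1 with europium anti-His antibody binding Bid BH3 peptide; 0% = Mcl-1 plus peptide wells and 100% = peptide-only wells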
# Mcl1 Noxa PPI: Mcl-1/Noxa binding inhibitors, primary screen, biochemical, TR-FRET, 1536-well. TR-FRET Mcl-1/Noxa peptide binding, 2 h. inhibition, % at 21.7 µM. hit rate 1.5% among 220,000;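 active = compounds that cut the protein-peptide binding signal by more than 50% relative to plate controls in a single-dose test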;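 note: His-tagged Mcl-1 with rhodamine Noxa BH3 peptide and terbium anti-His antibody; 0% = Mcl-1 plus Noxa peptide wells and 100% = peptide-only wells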
# Pf gamet viab: late stage P. falciparum gametocyte viability inhibitors, primary screen, ATP luminescence, HTS | inhibition, % at 10.9 µM | hit rate 0.065% among 150,000 | P. falciparum stage V gametocytes, 24 h;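 active = inhibition above the mean plus 3 SD of compounds within the control limits, set per campaign, cut at about 38% in these data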;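 note: 0% = DMSO wells and 100% = medium only without gametocytes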
# * hit, by the source's call; ? = inconclusive; nt = not tested or not shown; & = joins results of further samples.
SMILES,ABCB1 block,RGS4-Gao reg,RGS8-Gao reg,Bim-Mcl-1,Avidin fluor,ABCG2 block,GSH fluor,RGS7-Gao reg,Mcl1 Bid PPI,Mcl1 Noxa PPI,Pf gamet viab
Cc1cc(NC(=O)CCN2C(=O)C3C4C=CC(C4)C3C2=O)ccc1Br (centres undefined),1.2,105,102,0,13,20,14,?,-13,12,-70
CNC(=O)COC(=O)c1c2c(nc3ccccc13)CCC2,nt,100,100,nt,5,nt,nt,?,-29,49,0
Cc1nnc(Cl)c2nn(-c3ccccc3)c(C)c12,1.2,99,99,-2,17,13,18,99,-1,11,-1
C[n+]1c2n(c3ccccc31)N=C(c1ccccc1)CS2,1.3&0.6,106&101,103&99,2&0,9&8,3&2,23&19,103&101,-47&-7,7&-5,8
O=C1CC(c2ccccc2F)C2=C(COC2=O)N1 (centres undefined),0.7,104,106,0,21,1,8,104,-8,7,2
COc1cc(O)oc1C=Nc1ccc(C(=O)O)cc1,0.5,101,104,1,11,0,11,?,-30,-3,-1
O=[N+]([O-])c1cc2c(cc1/C=N/NS(=O)(=O)c1ccc(Br)cc1)OCO2,4.5,102,101,-3,10,4,16,111,-42,34,20
CCc1ccc(-c2csc(NC(=O)c3cccnc3)n2)cc1,0.6,104,105,0,6,4,10,105,-1,6,-17
Cc1ccc(NC(=O)CSCc2n[nH]c(=O)[nH]2)c(Br)c1,2.5,101,103,-3,10,11,20,107,-24,4,8
Cc1cccc(NC(=S)N(CCN2CCOCC2)Cc2cc3cc4c(cc3[nH]c2=O)OCCO4)c1,0.3,103,103,-1,11,4,11,98,-48,18,-7
O=C(O)CCC(=O)c1ccc2c(c1)OCCCO2,-0.5,75,87,-7,16,4,27,92,-11,6,nt
COc1ccc(CNC(=O)CCSCc2ccccc2Cl)c(OC)c1,4.1,102,102,-2,16,21,17,104,-17,3,nt
Cc1cc(C)c(Cn2cnc(-c3ccc([N+](=O)[O-])cc3)c2)c(C)c1,0.6,93,93,-1,5,2,7,92,1,19,3
CC(=O)c1cc(NC(=O)c2ccccc2)c(=O)oc1C,0.8,100,101,-2,12,10,18,?,-29,17,-20
OCCC1CN(Cc2cnn(-c3ccc(F)cc3)c2)CCN1Cc1ccsc1 (centres undefined),-2.3,98,101,-3,11,-2,16,99,-19,-20,9
CCOCCCNC(=S)N1CCC(NC(=O)c2ccco2)CC1,-0.1,98,102,-1,9,0,14,100,-41,-3,-22
O=C(NCc1ccco1)C(=O)NCC1OCCCN1S(=O)(=O)c1ccc(Cl)cc1 (centres undefined),0.1,106,103,-1,12,0,72,103,-16,17,-17
COc1ccccc1-c1ccc(Nc2cccc(C(F)(F)F)c2)nn1,-0.1,100,104,-6,5,0,16,100,3,17,nt
O=C(NCCc1ccccc1)C(=O)c1c(-c2ccccc2)cc2ccccn12,1.7,101,101,-3,13,14,12,100,-1,-4,9
COC(=O)N/N=C(\C)c1ccc(OC(F)F)cc1,0.8,103,101,-3,12,5,17,?,-16,7,17
Cc1nc(SCC(=O)NCC(F)(F)F)c2c(-c3cccs3)csc2n1,0.2,98,98,-4,16,2,16,100,-39,-35,nt
O=C(O)CCCn1cc(NC(=O)COc2ccc([N+](=O)[O-])cc2)cn1,0.2,101,99,-4,6,0,13,101,-18,0,10
COC(=O)N/N=C/c1ccc(-c2ccc(Cl)cc2Cl)o1,nt,106,100,nt,9,nt,nt,?,-9,-12,15
O=C(O)C(Cc1ccccc1)N1C(=O)/C(=C/c2cccnc2)SC1=S (centres undefined),nt,72,90,nt,6,nt,nt,?,14,4,23
CCOC(=O)/C(N=O)=C(\O)C1CCN(C(=O)OCC)CC1,-0.7,96,96,-100,6,1,55,91,-46,1,nt
Fc1ccc2nc(N3CCOCC3)sc2c1,-0.5,100,100,-2,12,-1,16,?,-16,10,-15
Cc1nc(SCC(=O)c2ccc(Cl)cc2)c([N+](=O)[O-])[nH]1,0.1,98,99,-6,16,45,26,95,-13,10,23
Cc1[nH]c2ccc(-c3n[nH]c(=S)n3-c3ccc(Br)cc3)cc2c1C,-0.6,104,101,-2,9,-1,13,100,-25,5,6
COc1ccc(CCNC(=O)CSc2nnnn2-c2ccc(OC)c(OC)c2)cc1OC,0.6,98,102,-1,12,10,12,96,-23,-5,18
Cc1ccc2ncnc(Nc3ccccc3)c2c1,0.2,105,109,-1,27,2,8,106,-8,12,18
CCOC(=O)c1c(NC(=O)CCCN2CCOCC2)sc2c1CC(C)(C)OC2,0.6,92,94,-2,20,4,11,98,-42,10,4
CCN1CCN(C(=S)Nc2ccc([N+](=O)[O-])cc2)CC1,0.5,101,100,-1,30,2,17,99,-26,2,nt
CCOc1ccc(C(=O)N2CCc3cc(OC)c(OC)cc3C2)cc1OCC,1.2,101,101,0,4,6,45,101,7,1,nt
NC(=O)CC[C@@H]1NC(=O)[C@@H]2CCCN2C(=O)c2cc([N+](=O)[O-])cc(I)c2NCCC[C@@H](C(N)=O)NC1=O,0.6,102,103,-4,11,2,17,101,-6,15,nt
CSC1=C(C#N)C(c2ccc(Cl)cc2)C2=C(CC(C)(C)CC2=O)N1 (centres undefined),1.5,98,99,-5,25,9,13,99,-13,7,4
O=C(COC(=O)c1ccc(N2CCCC2=O)cc1)NCc1ccco1,0.7,100,100,1,18,8,37,98,-32,1,2
CCN(CC)CC(=O)Nc1ccc(Oc2ccc(NC(=O)CN(CC)CC)cc2)cc1,0.4,96,103,-1,12,1,16,92,-27,11,0
Cc1ccc(CC(=O)NC2CCSC2=O)cc1 (centres undefined),-0.3,101,106,2,12,-1,11,103,-28,6,nt
COC(=O)c1ccc(C2C(C(=O)Nc3ccc(C)cc3C)=C(C)Nc3ncnn32)cc1 (centres undefined),-1.7,100,99,0,7,-2,20,98,-31,-5,nt
COc1ccccc1C1OC(c2cccc([N+](=O)[O-])c2)=NN1C(C)=O (centres undefined),1.4,101,103,1,10,12,14,101,-2,18,-9
COc1ccc(-n2c(=O)c3ccccc3n(CC(=O)NC3CCCCC3)c2=O)cc1,1.1,100,96,0,24,2,25,98,-3,10,nt
COc1ccc(NC(=O)c2cc3cccc(OC)c3oc2=Nc2ccc(C(=O)O)cc2)cc1OC,-1.6,99,99,-2,8,-3,9,?,-51,77*,20
COC(=O)COc1ccc(S(=O)(=O)NCc2ccncc2)cc1,0.1,100,100,0,11,0,33,96,-7,7,9
Cc1cc(-c2ccccc2)oc(=O)c1NC(=O)c1ccccc1,0.3,107,105,1,6,0,20,113,-12,-3,-4
Cc1ccc2nc3sc(C(=O)Nc4ccc(N5CCOCC5)cc4)c(N)c3cc2c1,-4.2,85,93,-68,36,-5,31,88,-13,34,nt

# Limited to Mcl1 Noxa PPI and ABCB1 block, for 3 of the compounds above:
mol,Mcl1 Noxa PPI,ABCB1 block
COC(=O)COc1ccc(S(=O)(=O)NCc2ccncc2)cc1,7,0.1
Cc1ccc(CC(=O)NC2CCSC2=O)cc1 (centres undefined),6,-0.3
CSC1=C(C#N)C(c2ccc(Cl)cc2)C2=C(CC(C)(C)CC2=O)N1 (centres undefined),7,1.5

# More compounds
SMILES,ABCB1 block,RGS4-Gao reg,RGS8-Gao reg,Bim-Mcl-1,Avidin fluor,ABCG2 block,GSH fluor,RGS7-Gao reg,Mcl1 Bid PPI,Mcl1 Noxa PPI,Pf gamet viab
CNC(=S)Nc1ccc(OC(F)(F)F)cc1,-0.1,102,101,-1,14,-7,16,?,-52,2,-29
O=C(CC12CC3CC(CC(Br)(C3)C1)C2)OCCN1CCCCC1,0.3,103,114,-1,8,3,17,104,4,22,3
Cc1ccc(OCCN2C(=O)C(=O)c3cc(C)ccc32)cc1,1.5,97,96,0,6,7,11,94,8,9,2
C[C@@H]1CC=C[C@H]2[C@H]1C(=O)N(Cc1ccccc1)[C@H]2c1ccc(F)c(/C=C/c2ccccc2)c1,nt,97,100,nt,7,nt,nt,?,-48,6,nt
COC(C(=O)Nc1ccc(Br)cc1F)c1ccccc1 (centres undefined),0.7,95,98,-7,3,9,11,85,14,11,nt
NC(=NC(=O)c1ccccc1)N1CCN(C(c2ccccc2)c2ccccc2)CC1,nt,101,99,nt,8,nt,nt,?,4,-15,-20
O=C1CSCN1c1cc(Cl)ccc1Cl,-0.4,100,101,0,5,0,18,100,-20,0,-24
Cc1ccc(NC(=O)NC2CCCN2S(=O)(=O)c2ccc(Cl)cc2)cc1 (centres undefined),0.1,102,101,3,9,1,4,104,-4,16,nt
O=C(NC1CCCCC1)Oc1cccc2ccccc12,-0.5,107,106,-1,9,15,15,107,-10,2,-5
O=C(CSc1ccc(Cl)cc1)N/N=C/c1cccnc1,0.5,94,87,-2,6,3,15,96,7,13,2
CCc1nnc(NC(=O)CCC(=O)NCc2ccc(OC)cc2)s1,nt,105,105,nt,7,nt,nt,nt,-6,-4,0
Cn1c(=O)c2c(nc(CN3CCOCC3)n2CCCO)n(C)c1=O,0.1,94,100,0,6,2,9,96,-22,8,nt
Cc1ccc(S(=O)(=O)ON2C(=O)c3ccccc3C2=O)c(C)c1,-0.8,92,94,-17,5,-4,11,85,-37,71*,-4
O=C1Nc2ccc(S(=O)(=O)N3CCCC3C(=O)O)c3cccc1c23 (centres undefined),-1.1,101,99,-2,8,-1,18,97,-2,9,nt
O=C(CC1C(=O)N(c2ccccc2)C(=S)N1c1ccccc1)c1ccccc1 (centres undefined),0.6,99,100,-6,14,1,20,98,8,16,11
COc1ccc(NC(=O)CC(NCc2ccccn2)C(=O)O)cc1 (centres undefined),0.4,101,108,3,7,1,18,99,-26,-37,nt
Cc1cc(C(C)(C)C)cc(S(=O)(=O)NCCO)c1C,1.5,100,100,3,25,16,20,100,-1,29,nt
C=CCn1c(-c2ccc(OC)cc2)csc1=Nc1c(C)n(C)n(-c2ccccc2)c1=O,1.0,99,104,-1,9,2,33,99,-36,nt,16
COc1ccc(C(=O)C(CN2CCOCC2)c2ccccc2)cc1 (centres undefined),0.0,93,96,-4,10,-1,24,103,-3,17,nt
CCCNC(=O)c1ccccc1NC(=O)CN(c1ccccc1)S(=O)(=O)N(C)C,1.2,98,103,3,9,4,18,97,-33,11,-6
